Screening results as filed in PubChem.
GLD-1 RNA inh = GLD-1-TGE RNA interaction inhibition (C. elegans). Q17339. purified GLD-1 + fluorescein TGE RNA, fluorescence polarization. inhibition, % at 5.96 µM. 320,000 tested, 0.44% active. AID 2280;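 active = percent inhibition above a per-plate cutoff, the plate mean of test compounds plus 3 SD, cut at about 30% in these data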;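 also: 0% = DMSO wells with GLD-1 and probe and 100% = wells lacking GLD-1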
Target sequence (Q17339 whole entry, looked up): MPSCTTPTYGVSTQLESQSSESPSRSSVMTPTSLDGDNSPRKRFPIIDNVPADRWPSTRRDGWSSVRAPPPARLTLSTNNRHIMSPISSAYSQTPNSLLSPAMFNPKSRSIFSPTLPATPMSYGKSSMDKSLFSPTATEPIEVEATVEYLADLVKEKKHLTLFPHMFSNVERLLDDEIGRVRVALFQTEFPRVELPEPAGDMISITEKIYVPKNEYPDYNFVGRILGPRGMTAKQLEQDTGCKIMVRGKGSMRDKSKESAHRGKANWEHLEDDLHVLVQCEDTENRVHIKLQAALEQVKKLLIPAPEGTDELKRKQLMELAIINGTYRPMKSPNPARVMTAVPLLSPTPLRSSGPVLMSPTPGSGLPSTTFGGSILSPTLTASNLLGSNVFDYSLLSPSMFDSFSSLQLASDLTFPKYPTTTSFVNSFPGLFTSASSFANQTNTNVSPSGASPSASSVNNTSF
GRK2 inh = human GRK2 inhibition via aptamer displacement; 330,000 tested, 0.59% active; AID 488847; inhibition of aptamer binding, % at 10 µM; bead flow cytometry, FAM-aptamer displacement from GRK2; P25098;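 active = inhibition of aptamer binding above 40%, roughly 3 SD of noise, on plates passing a quality check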;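 also: median bead fluorescence of bound FAM aptamer so fluorescent compounds give negative values; no value below 0 was filed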
MEX-5 binding = C. elegans MEX-5 TCR-2 RNA binding activity; MEX-5/FITC-TCR2 RNA binding, fluorescence polarization; hits give low values; activity score (negative = inhibition of binding), % at 10 µM; 300,000 tested, 0.38% active;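 active = inhibition past about -25% in most replicates, and total fluorescence under double the plate's negative control median, limit read from the data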;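 also: 0% = DMSO and -100% = 5 µM competing unlabeled TCR2 RNA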
Yeast superoxide = lowers age-related superoxide in aged yeast cells; S. cerevisiae aged cells, superoxide DHE fluorescence; hits give low values; superoxide response (% of plate mean), % at 10 µM; 330,000 tested, 0.18% active; AID 2690;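 active = superoxide response under a set limit, about three screen SD below normal, cut at about 65% in these data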;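 also: yeast aged for seven days with compound at 30 °C before DHE staining; 100% = average MFI of all compound-treated wells on the plate with controls excluded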
VLA-4 inh = inhibition in a human VLA-4 binding assay | inhibition, % (about 7 µM as worked out from the volumes in the protocol) | P13612 | VLA-4 expressing cells, ligand binding flow cytometry | 330,000 tested, 0.2% active | AID 2557; in the data active = inhibition above about 50%
MCL1 BIM primary = inhibitors of human MCL1 binding to BIM-BH3 peptide; GST-MCL1 / FITC-Bim-BH3 fluorescence polarization; Q07820; 320,000 tested, 0.68% active; inhibition, % at 10.9 µM; AID 2057;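 active = inhibition above the mean inhibition of all tested compounds plus 3 SD, set per campaign, cut at about 40% in these data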;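 also: 0% = DMSO wells and 100% = unlabeled Bim-BH3 peptide control; higher means more loss of mP so more displacement of Bim peptide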
Target sequence (Q07820 whole entry, looked up): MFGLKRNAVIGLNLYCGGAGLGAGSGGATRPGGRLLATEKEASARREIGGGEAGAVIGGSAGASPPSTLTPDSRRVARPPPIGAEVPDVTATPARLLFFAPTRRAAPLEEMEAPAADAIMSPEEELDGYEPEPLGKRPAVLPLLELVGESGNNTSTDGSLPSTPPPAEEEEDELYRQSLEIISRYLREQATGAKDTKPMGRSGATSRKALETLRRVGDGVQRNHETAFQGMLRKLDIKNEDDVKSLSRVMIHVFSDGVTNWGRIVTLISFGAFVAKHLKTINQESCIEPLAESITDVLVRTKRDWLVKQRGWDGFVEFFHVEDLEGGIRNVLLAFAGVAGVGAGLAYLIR
CIT2-GFP yeast = alters CIT2-GFP fluorescence in TOR pathway yeast screen. S. cerevisiae CIT2-GFP strain, flow cytometry, 3 h; 100 means same as DMSO wells. GFP response vs DMSO, % at 10 µM. 320,000 tested, 0.065% active. AID 2029;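 active = GFP response relative to DMSO above a set limit, near the screen mean plus 3 SD, cut at about 150% in these data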;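 also: ratio of well median GFP fluorescence to mean of DMSO wells on the plate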
Bcl-xL primary = blocks human Bcl-xL binding to Bim BH3 peptide; 320,000 tested, 0.7% active; Q07817; GST-Bcl-xL / FITC-Bim BH3 peptide fluorescence polarization; inhibition, % at 10.9 µM;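 active = inhibition above the mean of all tested compounds plus 3 SD, cutoff set per campaign, cut at about 30% in these data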;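 also: 0% = DMSO wells and 100% = unlabeled Bim-BH3 peptide competitor; inhibitors lower millipolarization by displacing the labeled peptide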
Target sequence (Q07817 whole entry, looked up): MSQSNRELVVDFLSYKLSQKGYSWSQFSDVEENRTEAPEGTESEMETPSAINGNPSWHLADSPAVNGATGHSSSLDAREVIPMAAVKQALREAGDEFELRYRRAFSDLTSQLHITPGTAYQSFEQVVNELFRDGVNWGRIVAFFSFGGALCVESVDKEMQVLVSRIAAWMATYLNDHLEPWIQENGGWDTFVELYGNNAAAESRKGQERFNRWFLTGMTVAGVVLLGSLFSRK
AGP1-GFP MLPCN = modulators of TOR pathway AGP1-GFP in S. cerevisiae. S. cerevisiae AGP1-GFP multiplex flow cytometry, 3 h; GFP as percent of DMSO wells. 320,000 tested, 0.02% active. GFP response vs DMSO, % at 10 µM;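 active = GFP response relative to DMSO above a set limit, near screen average plus 3 SD, cut at about 150% in these data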;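 also: median GFP channel fluorescence of the gated AGP1 strain per well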
Starred values were filed as active, the others as inactive; nt = no result given; [ ] = another dose, or the depositor's remark.

Values run as follows: GLD-1 RNA inh, GRK2 inh, MEX-5 binding, Yeast superoxide, VLA-4 inh, MCL1 BIM primary, CIT2-GFP yeast, Bcl-xL primary, AGP1-GFP MLPCN
O=C(/C=C/c1cn(CC(O)CN2CCOCC2)c2ccccc12)c1cccs1 (centres undefined)
  -71.9, 2.0, -3.5, 97.8, -0.1, -36.6, 96.0, -18.1, 99.7
COCCCn1c(C)cc(C(=O)COC(=O)CCc2nc3ccccc3c(=O)[nH]2)c1C
  7.3, 0.0, -0.4, 102.5, 14.4, 8.8, 117.4, 2.9, 104.6
COc1ccc(/C=C2/SC(=O)N(CC(=O)NCCC(C)C)C2=O)cc1OC
  1.1, 0.0, 1.0, 111.7, -1.5, 3.3, 93.7, 4.0, 105.2
COc1cc(C(=O)Nc2cc(C)ccn2)cc(OC)c1OC
  5.9, 0.0, 3.7, 102.6, -4.0, 2.7, nt, 4.2, 101.7
O=C(CSc1ncccn1)NCc1ccccc1
  -5.5, 2.0, -0.1, 99.4, 8.6, 10.6, 94.4, 7.6, 97.4
O=S1(=O)CCOC[C@H](CC2CCCCC2)N1Cc1cccc(Cl)c1
  4.1, 0.0, -2.9, 108.5, 10.2, 4.6, 92.6, 8.0, 91.9
Cc1ccc(S(=O)(=O)CCC(=O)OCC(=O)N2CCN(S(=O)(=O)c3ccc(Cl)cc3)CC2)cc1
  -0.4, 0.0, 2.3, 101.5, -9.9, 2.1, 101.5[may fluoresce green], 2.3, 103.2[may fluoresce green]
N=c1n(CCN2CCCCC2)c2ccccc2n1CC(O)c1ccc(Cl)c(Cl)c1 (centres undefined)
  3.5, 0.0, -0.3, 84.8, 25.1, 4.2, 104.9, 7.8, 112.3
O=C(CN1C(=O)C2CC=CCC2C1=O)Nc1ccc(-c2nnc3n2CCCCC3)cc1 (centres undefined)
  -4.2, 0.0, -1.0, 103.4, 2.0, -6.9, 94.4, -3.0, 96.2
CCOCC(=O)Nc1cc(Cl)ccc1C
  2.6, 0.0, -0.2, 95.4, 6.8, -6.2, 102.2, 1.3, 104.9
CC1CCC(NC(=O)C2c3ccccc3C(=O)N2CCCN2CCOCC2)CC1 (centres undefined)
  5.8, 1.0, 0.9, 93.3, 4.9, 3.5, nt, -1.6, 113.0
CC(C)(C)C(=O)Nc1ccc(Oc2ccc3c(c2)C(=O)N(c2ccc(O)cc2)C3=O)cc1
  1.6, 0.0, 1.4, 94.8, 9.9, 1.7, 104.3, 5.3, 104.8
O=C(COc1ccccc1)Nc1ccc(S(=O)(=O)N2CCCC2)cc1
  -9.6, 0.0, 2.5, 101.8, -13.7, 5.9, 95.1, 4.4, 97.8
COC(=O)C12CCC(C)(c3nc4ccccc4nc31)C2(C)C (centres undefined)
  -1.8, 1.0, 0.0, 95.4, 5.6, 0.0, 89.9, 0.6, 96.6
CCCc1nc2oc3c(NCC4CCCO4)ncnc3c2c2c1COC(C)(C)C2 (centres undefined)
  -5.7, 0.0, 0.7, 97.6, -9.8, -3.6, 85.1, 1.6, 74.8
Cc1n[nH]c(C)c1C(=O)CC1(O)C(=O)N(Cc2ccccc2)c2ccc(Br)cc21 (centres undefined)
  5.9, 0.0, -0.5, 98.2, 9.1, -2.1, 94.3, -1.1, 100.9
Cc1ccc(Sc2ncccc2COC(=O)NC(C)C)cc1
  -4.7, 5.0, 0.7, 99.3, 0.8, 5.9, 81.4, 8.0, 96.0
COc1ccccc1C(=O)N1N=C(c2ccc(NS(C)(=O)=O)cc2)CC1c1cccs1 (centres undefined)
  -3.4, 0.0, 0.5, 97.4, 8.6, 2.6, 99.5, 2.5, 95.9
NC(=O)c1oc2ccc(Cl)cc2c1N
  -2.1, 2.0, 1.6, 95.1, -2.9, 1.1, 89.8, 5.2, 93.3
CCOC(=O)c1sc(NC(=O)CN2C(=O)NC3(CCC(C)CC3)C2=O)c(C(=O)OCC)c1C (centres undefined)
  -0.4, 0.0, nt, 87.8, 8.4, 2.1, 89.9, 0.6, 100.9
Cc1cc(C)c(NN=c2c(=O)c3ccccc3c2=O)c(C)c1
  3.0, 26.0, 5.6, 123.6, 8.2, -6.0, 93.7, -7.6, 101.0
COc1ccc(C2C(C(=O)c3cccs3)=C(O)C(=O)N2c2cccc(C)n2)cc1OC (centres undefined)
  2.4, 0.0, 0.3, 108.9, -7.6, 1.6, 97.9, 7.2, 108.1
O=C(NC(C(=O)c1ccccc1)n1ccc(=O)[nH]c1=O)c1ccccc1 (centres undefined)
  -0.8, 0.0, -1.6, 177.8, 6.2, 6.9, 94.4, 4.8, 102.3
Cc1ccc(NC(=O)C(c2ccccc2)N2CCN(C(=O)c3ccco3)CC2)cc1 (centres undefined)
  -1.1, 1.0, nt, 106.6, 26.2, -6.9, 90.3, -5.5, 92.8
CCOC(=O)C(Cc1ccccc1)C(=O)Nc1cccc(C)c1 (centres undefined)
  13.9, 0.0, 2.2, 108.9, 15.3, 10.0, 100.2, 1.6, 97.5
CCc1nnc2n1N=C(c1ccccc1)CS2
  -5.0, 15.0, 3.4, 111.5, 8.3, 2.7, 101.4, 5.5, 96.0
Cc1ccc(-n2c(-c3cccs3)nc3nc4ccccc4nc32)cc1
  7.5, 9.0, -0.3, 97.3, -11.8, 11.3, 98.3, 10.8, 95.2
Clc1ccc(-n2nnnc2-c2cnc3ccc(Cl)cc3c2-c2ccccc2)cc1
  1.2, 0.0, 1.4, 118.8, 12.4, -2.1, 101.9, -8.3, 101.2
O=C(Nc1nc(-c2ccco2)cs1)c1ccccc1
  -6.0, 0.0, 0.6, 105.5, -17.2, -2.8, 83.5, 1.6, 83.7
CC(=O)Nc1ccccc1OCC(=O)c1cc(C)n(Cc2cccs2)c1C
  0.8, 0.0, 0.6, 88.2, -3.1, 3.0, 104.1, 7.1, 98.0
CC1=C(C(=O)OCC2CCCO2)C(c2ccccc2)C2=C(CCCC2=O)N1 (centres undefined)
  -8.1, 2.0, 1.4, 95.8, -0.4, -13.8, 69.9, -6.8, 78.1
Cc1ccc(S(=O)(=O)N(CC(=O)Nc2ccccc2-c2ccccc2)c2ccc(C)cc2C)cc1
  6.9, 1.0, -0.6, 94.2, 35.5, 9.6, 95.9, 3.1, 97.8
CC1OC2C(OC1C)N(S(C)(=O)=O)CCN2S(C)(=O)=O (centres undefined)
  3.6, 0.0, 0.2, 114.5, -1.8, -6.7, 97.1, 1.5, 102.5
COC(=O)Nc1ccc(S(=O)(=O)NCCCCCC(=O)O)cc1
  -0.4, 0.0, -0.1, 115.7, 15.0, -5.2, 98.8, 4.8, 101.5
COc1ccc(-n2c(C)c(C)c3c(N)ncnc32)cc1
  -8.7, 4.0, -0.3, 102.3, 31.9, -0.6, 93.6, 1.0, 95.1
Cc1ccc(-n2nc(C)c3c2OC(N)=C(C#N)C3c2ccc(F)cc2)cc1 (centres undefined)
  -3.5, 3.0, 1.5, 86.5, 14.2, 1.7, 108.6, 7.2, 107.0
CC(C)(CNC(=O)COc1ccccc1Cc1ccccc1)N1CCOCC1
  1.4, 2.0, -0.5, 99.6, 4.0, -2.7, 86.0, 0.5, 89.4
O=C(CSc1ccccn1)Nc1ccc(Br)cn1
  -0.4, 1.0, -0.3, 86.2, -21.3, 4.2, 94.6, 3.0, nt
COc1ccc(C2SCC(C(=O)NCc3ccc(F)cc3)N2C(C)=O)cc1 (centres undefined)
  -5.1, 2.0, 0.3, 103.7, 3.1, 1.9, 98.0, -0.3, 101.3
CCOC(=O)c1ccc(NC(=O)c2nc[nH]c2C(=O)NCc2ccccc2)cc1
  1.5, 0.0, -0.7, 106.3, 8.5, 10.1, 85.7, 4.1, 81.0
CCCOC1CCCN(C(=O)CCc2nnc(-c3ccc4c(c3)OCO4)o2)C1 (centres undefined)
  -3.3, 8.0, 2.3, 99.3, -24.1, 4.0, 95.6, -1.8, 92.2
COc1ccc(Cn2c(C3CC3)nc3ccc(NC(=O)c4cccnc4)cc3c2=O)cc1
  -4.9, 2.0, -6.9, 105.9, -3.0, 9.7, 113.1, 10.0, 102.3
O=C(N/N=C/c1cc(Br)c(Br)o1)c1ccc2c(c1)OCCO2
  0.7, 15.0, -0.8, 120.7, 7.7, 27.7, 102.1, 11.7, 115.3
Cc1cc(N)n2nc(-c3ccccc3)cc2n1
  4.0, 0.0, 1.2, 96.3, 9.5, 3.4, 106.6, 1.6, 95.1
COc1ccc(C(=O)CC2OC(=O)c3ccccc32)cc1OC (centres undefined)
  3.2, 0.0, -1.0, 104.4, 1.3, -8.3, 94.4, -1.2, 97.0
Cc1ccccc1OCC(O)Cn1c(=N)n(Cc2ccccc2)c2ccccc21 (centres undefined)
  8.1, 0.0, -2.0, 105.3, 12.9, -4.0, 89.1, 3.1, 96.6
COC(=O)[C@H](C)NC(=O)NC(C)CCc1ccccc1 (some centres undefined)
  5.7, 2.0, 0.3, 107.8, 4.5, 3.4, 104.0, 4.8, 103.2
O=C(Cn1cc2c(n1)CCCCC2)NCCN1CCOCC1
  3.0, 3.0, -1.0, 97.2, -8.1, -5.0, 102.5, -0.3, 108.5
Cc1onc(-c2ccccc2)c1C(=O)OCC(=O)Nc1ccc(OC(F)(F)F)cc1
  11.5, 2.0, nt, 124.0, 15.0, 0.7, 89.9, -0.5, 83.3
CCOc1ccc2c(C)c(C)c(=O)oc2c1OCC
  -3.4, 0.0, -0.4, 97.3, nt, 0.4, 105.8, 0.6, 98.9
C[C@H](CO)N1C[C@H](C)[C@@H](CN(C)S(=O)(=O)c2cn(C)cn2)Oc2ccc(NC(=O)C3CCCCC3)cc2C1=O
  7.3, 2.0, nt, 105.2, 22.6, nt, 85.4, nt, 91.0
CCOC(=O)C1=C(CC)Nc2ccccc2N=C1NC(=O)c1cc(S(=O)(=O)N2CCOCC2)ccc1C
  1.9, 0.0, nt, 85.7, 0.3, nt, 107.7, nt, 103.6
O=C1C=CC(O)(c2cc(=O)c3c(O)cc(O)cc3o2)C=C1
  1.5, 0.0, 3.0, 91.7, 9.5, -1.7, 106.0, 3.7, 108.6
COc1ccccc1COC(=O)N/C=C/c1ccco1
  -4.7, 4.0, 0.2, 94.3, -6.8, -50.7, 96.2, -24.0, 97.5
O=C1c2ccccc2-c2nc3ncnn3c(-c3ccccc3Cl)c21
  5.5, 1.0, -3.3, 102.8, -40.9, -1.7, 98.8, 0.3, 103.9
CC(C)N(Cc1cc2ccccc2[nH]c1=O)C(=O)C1CCCCC1
  2.0, 0.0, -1.4, 100.5, 3.0, -0.2, 99.2, -0.2, 96.5
O=C(O)CC1SC(=Nc2cccc(O)c2)NC1=O (centres undefined)
  7.6, 4.0, -1.0, 115.3, 11.8, 4.0, 102.3, 2.3, 104.9
CCCn1c(=O)[nH]c(=O)c2c1nc(-c1ccccc1OC(F)F)n2CCOC
  1.6, 3.0, 0.2, 93.6, 24.5, -0.2, 99.5, 0.4, 99.1
CC(C)C[C@H](NC(=O)Nc1cccc(Cl)c1)C(=O)O
  -8.4, 0.0, -2.9, 91.5, 10.6, -7.1, 96.8, -3.2, 93.6
COc1ccc(Oc2ccc(NC(=O)c3ccccc3C)cc2)cc1
  2.1, 0.0, 1.5, 111.0, 7.2, 9.7, 101.8, 4.7, 100.9
CCOc1ccc(Nc2nc(N3CCOCC3)nc(N3CCOCC3)n2)cc1
  5.9, 3.0, 3.0, 100.4, 7.7, 4.4, 119.2, 8.0, 110.5
CCC(C)(C(=O)NC1CCCCC1)N(Cc1cccs1)C(=O)c1ccccn1 (centres undefined)
  0.5, 0.0, -2.7, 102.7, 3.8, -5.2, 99.0, 2.5, 106.3
O=C1CN(C(=O)COc2cccc(F)c2)c2ccccc2N1
  6.5, 0.0, -0.3, 107.6, 9.1, 6.5, 90.6, 6.6, 93.4
